Compound activity: PubChem BioAssay, several laboratories
p-CIP stab down – p/CIP-EGFP fusion destabilizers, primary screen, fluorescence, F442A cells; Q05BA5; 16 h; decrease of EGFP signal, % at 10 µM; 290,000 tested, 0.01% active;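 active = EGFP signal decrease of at least 30% at 10 µM or well 3 SD below plate mean, unless failing retest; inactive = the rest, including hits failing retest or dose response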; also: some compounds called inactive have numbers as strong as hits; many of its hits are not listed in these tables
NALP1 yeast inh – NALP1 inflammasome inhibitors in reconstituted yeast, colorimetric, S. cerevisiae, triplicate retest. S. cerevisiae NALP1/ASC/caspase-1 growth, X-gal OD620, 72 h. inhibition, % at 10 µM. 280,000 tested, 0.61% active; in the data active = inhibition mostly above about 24%, no sharp cut-off; inactive = mostly below about 32%; also: some compounds called inactive have numbers as strong as hits
PfM18AAP inh – PfM18AAP inhibitors, malaria aminopeptidase, primary screen, biochemical, QFRET, recombinant enzyme. H-Glu-NHMec fluorogenic cleavage. inhibition, % at 7.35 µM. 290,000 tested, 1.2% active;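 active = inhibition above the campaign mean inhibition over all tested compounds plus 3 SD, cut at about 28% in these data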;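 also: 0% = plate median of test compound wells and 100% = 2 mM ZnCl2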
IMP-1 inh – IMP-1 metallo-beta-lactamase inhibitors, primary screen, biochemical, epi-absorbance readout, Pseudomonas aeruginosa enzyme; AID 1556, 2009; inhibition, % at 5.6 µM; metallo-beta-lactamase IMP-1 (Pseudomonas aeruginosa); 290,000 tested, 0.45% active; purified IMP-1, nitrocefin hydrolysis, epi-absorbance fluorescence;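 active = inhibition above the mean plus 3 SD of all compounds in the same screening run, cut at about 4.5% in these data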;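 also: 0% = IMP-1 with DMSO and 100% = DMSO wells lacking enzyme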
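System – purified recombinant IMP-1 beta-lactamase · Input – IMP-1 dispensed at 0.2 nM · Timing – 15 min preincubation plus 25 min reaction at 25 °C · Signal – Epi-absorbance fluorescence, 480 nm excitation, 530 nm emission · Measure – percent IMP-1 inhibition derived from blank-referenced optical density · Controls – Enzyme-plus-DMSO low control, enzyme-free DMSO high control · Replication – singlicate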
IDE cell activ – human IDE activators in live cells, primary screen, fluorescence polarization, HEK cells, FAbeta-B substrate. 340,000 tested, 0.073% active. FAbeta-B cleavage; 0% vehicle, 100% cell-free pure enzyme wells. activation, % at 5.96 µM. Insulin-degrading enzyme (Homo sapiens), P14735;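 active = activation above the mean of all tested compounds plus 3 SD, set per screening campaign, cut at about 17% in these data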
PHOSPHO1 block – PubChem AID 1565 | inhibition, % at 13.3 µM | Phosphoethanolamine/phosphocholine phosphatase (Homo sapiens), Q8TCT1 | 290,000 tested, 1.1% active | recombinant PHOSPHO1, absorbance phosphatase assay; in the data active = inhibition above about 60%
Target sequence (Q8TCT1 whole entry, looked up): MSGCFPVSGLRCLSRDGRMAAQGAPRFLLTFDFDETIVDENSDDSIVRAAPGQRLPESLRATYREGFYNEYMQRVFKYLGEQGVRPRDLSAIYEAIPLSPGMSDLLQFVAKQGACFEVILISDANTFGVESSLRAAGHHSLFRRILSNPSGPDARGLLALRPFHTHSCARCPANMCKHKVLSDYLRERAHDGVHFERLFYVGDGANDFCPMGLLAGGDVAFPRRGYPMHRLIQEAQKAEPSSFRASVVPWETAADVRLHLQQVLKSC
GPR7 antag – GPR7 receptor antagonists, primary screen, cell-based, fluorescence, single concentration; Neuropeptides B/W receptor type 1 (Homo sapiens), P48145; GPR7-expressing cells, fluorescence antagonist assay; inhibition, % at 4.4 µM; 290,000 tested, 1.1% active; in the data active = inhibition above about 16%, passing the limit was not always enough;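 also: cells stimulated with the agonist NPW; 0% = agonist with vehicle and 100% = vehicle without agonist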
Target sequence (P48145 whole entry, looked up): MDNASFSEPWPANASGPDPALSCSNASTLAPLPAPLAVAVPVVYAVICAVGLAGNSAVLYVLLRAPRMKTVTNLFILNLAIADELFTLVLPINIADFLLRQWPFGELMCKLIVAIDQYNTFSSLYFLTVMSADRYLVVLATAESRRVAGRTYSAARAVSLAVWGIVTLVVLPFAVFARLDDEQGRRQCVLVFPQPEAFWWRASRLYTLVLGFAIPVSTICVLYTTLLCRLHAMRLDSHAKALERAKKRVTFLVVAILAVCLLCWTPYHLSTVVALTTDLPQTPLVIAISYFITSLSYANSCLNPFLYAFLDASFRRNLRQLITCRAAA
IDE cell inh – human IDE inhibitors in live cells, primary screen, fluorescence polarization, HEK cells, FAbetaB substrate; FAbetaB cleavage; inhibition, % at 5.59 µM; 320,000 tested, 0.41% active; Insulin-degrading enzyme (Homo sapiens), P14735;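 active = percent inhibition above the average of all tested compounds plus 3 SD, set per screening campaign, cut at about 16% in these data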;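 also: IDE supplied by intact live HEK cells; FP after avidin binding of uncleaved biotin substrate so inhibition keeps polarization high; 0% = DMSO wells and 100% = 60 µM reference IDE inhibitor Ii1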
VIM-2 inhibitor – VIM-2 metallo-beta-lactamase inhibitors, primary screen, biochemical, epi-absorbance readout, Pseudomonas aeruginosa enzyme | purified VIM-2, nitrocefin hydrolysis, epi-absorbance fluorescence | inhibition, % at 5.6 µM | 290,000 tested, 0.89% active | AID 1527, 2009;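 active = inhibition above the mean of all tested compounds plus 3 SD, cutoff set per screening run, cut at about 7.5% in these data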;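 also: red hydrolysis product quenches plate fluorescence so inhibitors raise well fluorescence; 0% = enzyme with DMSO and 100% = DMSO without enzyme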
An asterisk follows results filed as active.

Results for CCn1c(SCC(=O)Nc2cc(F)ccc2C)nnc1-c1ccccc1O ?
p-CIP stab down: -15.9; NALP1 yeast inh: 26.3; PfM18AAP inh: 5.1; IMP-1 inh: 0.2; IDE cell activ: -5.3; PHOSPHO1 block: 3.7; GPR7 antag: 8.7; IDE cell inh: -4.2; VIM-2 inhibitor: -1.1

How did CC(C)(C)c1cc(Br)c(O)c(N=Nc2ccc(S(=O)(=O)N3CCOCC3)cc2)c1 do in these assays?
p-CIP stab down: -10.5; NALP1 yeast inh: -3.0; PfM18AAP inh: -1.0; IMP-1 inh: -0.8; IDE cell activ: 7.4; PHOSPHO1 block: 16.8; GPR7 antag: -9.0; IDE cell inh: 2.9; VIM-2 inhibitor: -5.6

How did CC(=O)/C=C/c1ccccc1O do in these assays?
p-CIP stab down: -9.0; NALP1 yeast inh: -21.1; PfM18AAP inh: 9.0; IMP-1 inh: -0.4; IDE cell activ: 1.3; PHOSPHO1 block: 16.1; GPR7 antag: -1.4; IDE cell inh: -0.4; VIM-2 inhibitor: -2.3

How did COc1ccc(N2CCN(C(=S)NC(C)c3ccccc3)CC2)cc1 (centres undefined) do in these assays?
p-CIP stab down: 4.5; NALP1 yeast inh: -0.9; PfM18AAP inh: 4.3; IMP-1 inh: -2.9; IDE cell activ: -1.5; PHOSPHO1 block: -11.8; GPR7 antag: -1.3; IDE cell inh: -0.6; VIM-2 inhibitor: -1.3

Results for CC(C)(C)NC(=O)COC(=O)/C=C/c1ccc(F)cc1 ?
p-CIP stab down: -7.5; PfM18AAP inh: 2.5; IMP-1 inh: -1.1; IDE cell activ: 2.2; PHOSPHO1 block: 9.1; GPR7 antag: -1.9; IDE cell inh: -6.0; VIM-2 inhibitor: -1.4

How did COc1cc(OC)cc(C(=O)N2CCC(N3CCN(c4ccccc4OC)CC3)CC2)c1 do in these assays?
p-CIP stab down: -4.0; NALP1 yeast inh: 22.5; PfM18AAP inh: 3.3; IMP-1 inh: -1.3; IDE cell activ: -4.2; PHOSPHO1 block: 13.5; GPR7 antag: -3.6; IDE cell inh: 4.9; VIM-2 inhibitor: -2.2

How did COc1cccc(NC(=O)CSc2nc3n[nH]c(C)c3c(=N)n2-c2cccc(OC)c2)c1 do in these assays?
p-CIP stab down: -3.6; NALP1 yeast inh: -0.9; PfM18AAP inh: -8.5; IMP-1 inh: -4.3; IDE cell activ: -0.8; PHOSPHO1 block: 21.5; GPR7 antag: 8.4; IDE cell inh: -2.6; VIM-2 inhibitor: -3.3

Results for COc1ccc(NC(=O)C/C(C)=N/NC(=O)CCc2ccccc2)c(OC)c1 ?
p-CIP stab down: 3.6; NALP1 yeast inh: 2.7; PfM18AAP inh: -6.7; IMP-1 inh: -1.2; IDE cell activ: 2.3; PHOSPHO1 block: -27.0; GPR7 antag: -3.7; IDE cell inh: 5.7; VIM-2 inhibitor: 1.5

How did CC(Oc1ccc(Br)cc1)C(=O)O/N=C(\N)c1ccncc1 (centres undefined) do in these assays?
p-CIP stab down: -23.0; NALP1 yeast inh: -10.5; PfM18AAP inh: 3.0; IMP-1 inh: -4.1; IDE cell activ: -2.7; PHOSPHO1 block: 41.4; GPR7 antag: -12.2; IDE cell inh: 4.8; VIM-2 inhibitor: -3.6

What do the screens show for `CCOc1cc(/C=N/NC(=O)Cn2nc([N+](=O)[O-])cc2C)ccc1OCc1ccc(F)cc1`?
p-CIP stab down: -6.8; NALP1 yeast inh: 1.7; PfM18AAP inh: -7.4; IMP-1 inh: -0.3; IDE cell activ: 13.6; PHOSPHO1 block: 28.7; GPR7 antag: -3.9; IDE cell inh: -6.2; VIM-2 inhibitor: -1.5

Results for Cc1ccc(-c2n[nH]c(=O)c3ccccc23)cc1S(=O)(=O)N(C)CCO ?
p-CIP stab down: 3.0; NALP1 yeast inh: 20.3; PfM18AAP inh: -0.6; IMP-1 inh: 0.2; IDE cell activ: -0.5; PHOSPHO1 block: 19.1; GPR7 antag: -6.2; IDE cell inh: 13.7; VIM-2 inhibitor: 1.5

Results for COc1ccc2c(c1)N(C(=O)CSc1n[nH]c(C)n1)C(C)(C)C=C2C ?
p-CIP stab down: -6.9; NALP1 yeast inh: 20.2; PfM18AAP inh: 6.4; IMP-1 inh: -1.6; IDE cell activ: 1.2; PHOSPHO1 block: -22.1; GPR7 antag: 2.0; IDE cell inh: 2.7; VIM-2 inhibitor: -1.4

What do the screens show for `CCC(C)(NC(=O)c1cccc(N2C(=O)CSC2c2ccccc2)c1)C(=O)Nc1ccccc1C` (centres undefined)?
p-CIP stab down: -5.8; NALP1 yeast inh: 17.4; PfM18AAP inh: -0.6; IMP-1 inh: -3.2; IDE cell activ: 4.0; PHOSPHO1 block: 7.8; GPR7 antag: 2.3; IDE cell inh: 2.1; VIM-2 inhibitor: -1.9

How did COc1ccc(/C=C(\C#N)C(=O)NCc2ccccc2)cc1O do in these assays?
p-CIP stab down: -13.4; NALP1 yeast inh: 14.6; PfM18AAP inh: 10.9; IMP-1 inh: -1.4; IDE cell activ: -1.4; PHOSPHO1 block: 30.4; GPR7 antag: 4.6; IDE cell inh: 0.5; VIM-2 inhibitor: 0.1

What do the screens show for `C=CCNC(=O)C1CC(c2cccc(OC)c2)=NO1` (centres undefined)?
p-CIP stab down: -1.9; NALP1 yeast inh: 3.9; PfM18AAP inh: -2.8; IMP-1 inh: -2.6; IDE cell activ: 5.1; PHOSPHO1 block: 20.8; GPR7 antag: -18.4; IDE cell inh: -0.3; VIM-2 inhibitor: -0.4

What do the screens show for `COc1ccc(N2CSC3=C(C#N)C(c4ccc(OC)c(OC)c4)CC(=O)N3C2)c(OC)c1` (centres undefined)?
p-CIP stab down: -9.2; NALP1 yeast inh: -13.0; PfM18AAP inh: 17.9; IMP-1 inh: -3.4; IDE cell activ: -12.2; PHOSPHO1 block: 57.2; GPR7 antag: -10.9; IDE cell inh: 2.3; VIM-2 inhibitor: -3.3

What do the screens show for `COc1cc(NC(=O)CSc2c3c(nc4ccccc24)CCC3)cc(OC)c1OC`?
p-CIP stab down: -3.6; NALP1 yeast inh: 19.1; PfM18AAP inh: 0.5; IMP-1 inh: -2.5; IDE cell activ: 2.4; PHOSPHO1 block: 3.6; GPR7 antag: -8.3; IDE cell inh: 7.2; VIM-2 inhibitor: -4.0

What do the screens show for `CC(=O)N1c2ccc(S(=O)(=O)NCCC(=O)Nc3ccc(C)c(F)c3)cc2CC1C` (centres undefined)?
p-CIP stab down: -7.9; NALP1 yeast inh: 9.8; PfM18AAP inh: -0.5; IMP-1 inh: -2.2; IDE cell activ: 1.2; PHOSPHO1 block: 47.7; GPR7 antag: 1.3; IDE cell inh: 3.6; VIM-2 inhibitor: -3.5

How did O=C(c1cccnc1)N1CCC(c2nc3ccccc3[nH]2)CC1 do in these assays?
p-CIP stab down: 0.9; NALP1 yeast inh: 13.8; PfM18AAP inh: -5.2; IMP-1 inh: -2.2; PHOSPHO1 block: 19.2; GPR7 antag: -5.2; VIM-2 inhibitor: 1.0

Results for Cn1c(=O)n(C)c2cc(S(=O)(=O)Nc3ccccc3O)ccc21 ?
p-CIP stab down: -12.2; NALP1 yeast inh: 11.2; PfM18AAP inh: -4.6; IMP-1 inh: -3.2; IDE cell activ: -1.6; PHOSPHO1 block: -6.0; GPR7 antag: -8.4; IDE cell inh: 0.5; VIM-2 inhibitor: -2.6

Results for COc1ccccc1NC(=O)C(C)NS(=O)(=O)c1ccccc1 (centres undefined) ?
p-CIP stab down: -11.3; NALP1 yeast inh: 25.9; PfM18AAP inh: -2.3; IMP-1 inh: -4.6; IDE cell activ: 3.1; PHOSPHO1 block: -3.3; GPR7 antag: -13.6; IDE cell inh: -3.5; VIM-2 inhibitor: -1.2

What do the screens show for `CSc1nc2c(c(=O)[nH]1)C(c1cccc(Br)c1)CC(=O)N2` (centres undefined)?
p-CIP stab down: -2.4; NALP1 yeast inh: 6.6; PfM18AAP inh: -8.7; IMP-1 inh: -2.7; IDE cell activ: 7.7; PHOSPHO1 block: 8.4; GPR7 antag: 1.7; IDE cell inh: -0.6; VIM-2 inhibitor: -1.0

What do the screens show for `CCc1cccc(NC(=O)Nc2cccs2)c1`?
p-CIP stab down: -7.0; NALP1 yeast inh: 17.0; PfM18AAP inh: 7.7; IMP-1 inh: -1.4; IDE cell activ: 4.6; PHOSPHO1 block: 10.6; GPR7 antag: -5.5; IDE cell inh: 5.0; VIM-2 inhibitor: -2.7

Results for COC(=O)c1cc(S(=O)(=O)Nc2c(C)cccc2C)cn1C ?
p-CIP stab down: -9.3; NALP1 yeast inh: 19.1; PfM18AAP inh: -0.7; IMP-1 inh: -1.0; IDE cell activ: 3.0; PHOSPHO1 block: 20.2; GPR7 antag: -1.8; IDE cell inh: 0.9; VIM-2 inhibitor: 0.1

How did O=C(O)CSc1nc2ccccc2n1Cc1ccccc1 do in these assays?
p-CIP stab down: -5.5; NALP1 yeast inh: 0.2; PfM18AAP inh: 3.6; IMP-1 inh: -2.5; IDE cell activ: 3.7; PHOSPHO1 block: 29.5; GPR7 antag: -13.9; IDE cell inh: 0.3; VIM-2 inhibitor: -4.1

What do the screens show for `CCCCOc1ccc(-c2c(C#N)c(N)[nH]c(=S)c2C#N)cc1`?
p-CIP stab down: 13.4; NALP1 yeast inh: -8.5; PfM18AAP inh: 1.6; IMP-1 inh: -2.2; PHOSPHO1 block: -95.3; GPR7 antag: -15.9; IDE cell inh: -3.5; VIM-2 inhibitor: -3.9

Results for Cc1nn(-c2ccccc2)c(N)c1N=O ?
p-CIP stab down: -7.1; NALP1 yeast inh: 22.9; PfM18AAP inh: -10.8; IMP-1 inh: -2.8; PHOSPHO1 block: 15.9; GPR7 antag: -1.8; IDE cell inh: 4.8; VIM-2 inhibitor: -1.0

Results for CN(C)c1ccc(/C=N/n2c(COc3ccccc3)n[nH]c2=S)cc1 ?
p-CIP stab down: -4.5; NALP1 yeast inh: 17.8; PfM18AAP inh: 22.4; IMP-1 inh: -4.5; IDE cell activ: 4.3; PHOSPHO1 block: 78.7*; GPR7 antag: -6.9; IDE cell inh: 7.8; VIM-2 inhibitor: -2.6

2 compounds picked at random from the list so far:
How did O=C(c1cccnc1)N1CCC(c2nc3ccccc3[nH]2)CC1 do in these assays?
p-CIP stab down: 0.9; NALP1 yeast inh: 13.8; PfM18AAP inh: -5.2; IMP-1 inh: -2.2; PHOSPHO1 block: 19.2; GPR7 antag: -5.2; VIM-2 inhibitor: 1.0

How did O=C(O)CSc1nc2ccccc2n1Cc1ccccc1 do in these assays?
p-CIP stab down: -5.5; NALP1 yeast inh: 0.2; PfM18AAP inh: 3.6; IMP-1 inh: -2.5; IDE cell activ: 3.7; PHOSPHO1 block: 29.5; GPR7 antag: -13.9; IDE cell inh: 0.3; VIM-2 inhibitor: -4.1
